# Screens from PubChem BioAssay.
# Peg3 promoter – Peg3 promoter activity inhibition. HeLa PEG-Prom luciferase reporter, luminescence, overnight. inhibition, % at 20 µM. 1.7% of 360,000 active;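 active = inhibition of at least 50% at 20 µM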
# EBV LMP1 NFkB – inhibitors of Epstein-Barr LMP1-induced NF-kappaB reporter | LMP1-induced NF-kappaB luciferase reporter cells, luminescence | inhibition, % at 12.5 µM | 0.69% of 350,000 active; in the data active = inhibition above about 41%;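 note: 0% = neutral control wells and 100% = reference inhibitor control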
# KKLEB tox – counter-screen for CF NF-kB inhibitors: cytotoxicity; 0.36% of 360,000 active; KKLEB CF airway cells viability, ATPlite luminescence, overnight; hits give low values; cells stimulated with P. aeruginosa culture filtrate; activity change (cytotoxicity), % at 5 µM; AID 602141;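 active = corrected activity change at or below -50% at 5 µM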
# NR2E3 ag-1 – activates human NR2E3 receptor | CHO-S Gal4-NCOR/VP16-NR2E3 two-hybrid, luciferase | inhibition of corepressor binding, % at 3.98 µM | 0.35% of 360,000 active | AID 602229;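 active = inhibition above the mean of all tested compounds plus 3 SD, cut at about 70% in these data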;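 note: 0% = DMSO with NR2E3 transfected cells and 100% = cells lacking NR2E3 construct; higher means lower luciferase signal from less NR2E3 corepressor binding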
# Target sequence (Q9Y5X4 whole entry, looked up, the tested form may be a part): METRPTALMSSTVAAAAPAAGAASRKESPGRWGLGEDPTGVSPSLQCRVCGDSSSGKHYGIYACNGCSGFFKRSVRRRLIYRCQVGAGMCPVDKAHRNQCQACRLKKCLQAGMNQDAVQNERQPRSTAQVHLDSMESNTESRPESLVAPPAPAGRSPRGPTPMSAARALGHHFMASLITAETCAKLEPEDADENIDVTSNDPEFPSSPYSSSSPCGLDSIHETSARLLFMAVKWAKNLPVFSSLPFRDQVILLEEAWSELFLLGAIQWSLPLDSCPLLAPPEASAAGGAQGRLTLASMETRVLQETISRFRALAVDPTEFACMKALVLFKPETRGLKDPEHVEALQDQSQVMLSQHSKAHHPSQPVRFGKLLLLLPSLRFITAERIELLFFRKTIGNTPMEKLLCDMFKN
# iPSC survival up – enhancers of human iPSC single-cell survival. 0.044% of 360,000 active. hiPSC single-cell survival, ATPlite luminescence; 100% = ROCK inhibitor wells, 0% = DMSO. survival enhancement, % at 20 µM; in the data active = survival enhancement above about 18%;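 note: cells exposed to compounds for 16 hours before the ATP read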
# NR2E3 ag-2 – agonists of human nuclear receptor NR2E3. Q9Y5X4. GST-NR2E3/biotin-RetCOR TR-FRET, 1536-well. inhibition of corepressor binding, % at 4.78 µM. 0.12% of 320,000 active. AID 2300;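 active = percent inhibition above the cutoff of mean plus 3 SD of all tested compounds, set per screening campaign, cut at about 20% in these data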;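 note: 0% = DMSO wells and 100% = biotin wells as full block of FRET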
#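 Test system: GST-NR2E3 and biotin-RetCOR proteins | Quantity: 1.35 nM GST-tagged NR2E3 final | Medium: Tris pH 7.5 | Also added: 7 nM biotin-RetCOR | Dosing: Compound at 4.8 µM, single dose | Timing: 5 h at 4 °C | Detection: Time-resolved FRET | Read-out basis: Percent inhibition | Benchmarks: Biotin wells as high control, 0.6% DMSO wells as low control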
# MITF TRPM1 inh – MITF TRPM1 promoter inhibition in SK-MEL-5 cells; AID 488899; SK-MEL-5 TRPM1 promoter luciferase, 24 h; 0.83% of 330,000 active; inhibition, % at 12.5 µM;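 active = mean inhibition across replicates of 60% or more, whatever share of single replicates reaches that level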; note: values of inactives mirror those of a sister screen read the other way
# CF NFkB inh – cystic fibrosis NF-kB activation inhibition; KKLEB NF-kB-GFP reporter, PAF-induced, GFP fluorescence overnight; inhibition, % at 5 µM; 0.86% of 360,000 active; AID 588850;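 active = at least 50% inhibition at 5 µM, scaled per plate between neutral and stimulator controls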;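 note: PAF is a Pseudomonas aeruginosa culture filtrate used as stimulus; plate controls were PAF-stimulated DMSO wells for no effect and unstimulated DMSO wells for full effect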
# HIF-2a block – HIF-2a inhibition. inhibition, % at 18.8 µM. 786-0 RCC cells HIF-2a reporter, luciferase luminescence, overnight. AID 624352. 0.72% of 360,000 active;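 active = inhibition of the luminescence signal of 40% or more relative to plate controls, in a single-dose primary screen at 18.75 µM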
# Shn3 inh set2 – Schnurri-3 reporter inhibition in Clone20 osteoblasts. Clone20 osteoblast Shn3 3'UTR firefly luciferase, 24 h. inhibition, % at 12.5 µM. AID 588674. 0.52% of 360,000 active;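 active = mean inhibition of at least 75% with every replicate also reaching 75%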;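 note: 0% = median of neutral control wells and 100% = pilot-screen positive control compound; some compounds past the cut are filed as inactive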
# TRAIL sens C8 – sensitizes caspase-8 expressing cells to TRAIL | AID 624354 | NB7+C8 cells + TRAIL, ATPlite viability luminescence | inhibition (viability loss, TRAIL sensitization), % at 10 µM | 1% of 360,000 active;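 active = compounds causing at least 50% loss of cell viability in the single-dose screen, relative to plate controls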
# * hit, by the source's call; / = not tested or not shown. These rows are one share of the data; count on the stated rates, not on these rows.
# Order of values: Peg3 promoter	EBV LMP1 NFkB	KKLEB tox	NR2E3 ag-1	iPSC survival up	NR2E3 ag-2	MITF TRPM1 inh	CF NFkB inh	HIF-2a block	Shn3 inh set2	TRAIL sens C8
> CCCCCc1c2c(cc(O)c1C(=O)O)OC(=O)c1cc(C(=O)CCCC)c(OC)cc1O2
    19.2	4.5	2.4	-8.9	1.3	/	-6.4	19.3	11.5	-0.9	5.6
> CCCN(CC(=O)Nc1ccc(F)c(F)c1F)C(=O)c1cc([N+](=O)[O-])ccc1N1CCOCC1
    14.1	-1.0	4.0	-14.7	-0.2	-4.1	-0.1	-8.9	13.5	-6.5	-13.1
> O=[N+]([O-])c1cc(-c2csc(NCCc3nc4cc(C(F)(F)F)ccc4n3CCCO)n2)ccc1Cl
    54.0*	-2.1	-9.7	-6.2	-2.3	2.9	-23.6	-17.8	-3.8	17.1	15.8
> O=C(COC(=O)c1cc([N+](=O)[O-])ccc1N1CCOCC1)Nc1ncc(Cl)cc1Cl
    19.7	-23.3	-24.9	-22.8	-0.2	-0.6	-4.6	17.5	13.7	8.8	2.9
> N#Cc1cc(N2CCOCC2)nc2ccccc12
    2.0	4.1	-2.3	-35.7	0.3	5.3	9.7	9.7	-11.5	-2.6	4.6
> Cc1cc(C)c2c(N)c(C(=O)NNC(=O)c3ccccc3)sc2n1
    -175.3	-14.4	-10.4	-38.3	-1.1	-4.1	-34.9	-5.8	-171.8	-13.6	-6.2
> C=CCn1c(SCc2nnc(-c3ccccc3)o2)nnc1C(O)c1ccccc1 (centres undefined)
    7.2	2.0	-2.3	-5.9	2.9	-0.5	10.9	-7.3	-16.5	9.4	-6.6
> O=c1c(Cc2c(F)cccc2Cl)c(O)ccn1CCc1c[nH]c2ccccc12
    5.0	-1.4	-0.8	1.1	-0.2	0.7	3.3	11.3	4.0	7.3	38.5
> Clc1ccccc1Cn1c(/C=C/c2ccco2)nc2ccccc21
    -16.6	-20.5	0.8	-1.5	-1.5	-1.6	-25.4	5.3	-30.1	2.3	0.8
> Cc1cnc(NC(=O)/C=C/c2ccc(Br)o2)s1
    -108.7	-39.6	-8.5	-27.7	-0.6	9.4	-27.4	31.2	-94.4	-16.9	19.1
> COC(=O)[C@@H](NC(=O)NC1CCN(Cc2ccccc2)CC1)C(C)C
    10.4	0.6	7.1	7.5	2.4	2.0	1.3	-13.0	7.4	-16.1	8.9
> COc1ccc2oc(C(=O)NCCN3CCOCC3)c(C)c2c1OC
    11.3	1.5	-2.9	2.6	0.1	-1.2	4.8	-22.0	13.8	-12.1	-3.9
> O=C(Nc1ccc([N+](=O)[O-])cc1)c1cncc(Br)c1
    -37.6	42.9*	10.5	-40.6	1.5	-1.1	-6.4	9.9	-21.7	-11.4	-2.0
> Cc1ccc(NC(=O)CN(C)C(=O)Cn2cc(C(F)(F)F)ccc2=O)cc1
    0.8	-4.2	6.7	12.2	-1.4	3.2	-2.4	2.8	7.4	-6.6	8.6
> CCOC(=O)c1ccc(NC(=O)C2C3CCCCC32)cc1 (centres undefined)
    -215.5	-46.2	3.2	-73.3	-0.4	/	-80.2	-9.9	-145.8	-52.4	3.0
> O=C(Nc1cccnc1Cl)c1cc(-c2cccc(O)c2)on1
    -149.5	1.9	-6.5	-4.1	-0.7	-16.5	-65.6	-2.1	-177.6	-39.8	33.0
> O=C(Nc1ccccc1F)c1ccc2c(c1)CCN2S(=O)(=O)c1ccccc1
    -4.4	5.6	-11.2	-17.3	-0.5	0.6	-11.7	-5.4	-29.7	23.7	15.5
> Cc1cccc(N(C)C(=O)c2cc3c(=O)[nH]c4ccc(C)cc4c3s2)c1
    26.7	6.8	-7.1	-7.5	-0.6	4.7	18.0	11.5	13.1	-5.9	17.7
> NS(=O)(=O)c1ccc(CCNC(=O)CN2CCCCC2)cc1
    26.0	-14.9	16.9	-21.3	0.0	0.5	8.7	10.3	4.0	-48.5	1.5
> COc1ccc(S(=O)(=O)N/N=C(/C)c2cccc(NC(=O)c3ccccc3Cl)c2)cc1
    0.9	29.2	3.3	-14.1	-1.2	-0.7	1.9	0.9	-12.3	-2.1	-4.4
> O=C(/C=C/c1c(F)cccc1Cl)NCc1ccco1
    -168.7	-18.6	-0.4	-19.9	-1.1	-1.0	-30.0	-29.2	-154.4	-42.2	0.5
> CN(c1cccc(NC(=O)c2cccc([N+](=O)[O-])c2)c1)S(C)(=O)=O
    3.1	-4.2	7.1	-12.9	1.1	0.8	3.4	-6.0	-32.7	2.0	-4.9
> CCCNC(=O)c1cc(C2CCCCN2S(=O)(=O)Cc2cccc(C(F)(F)F)c2)on1 (centres undefined)
    26.1	/	6.5	1.6	1.8	/	/	3.4	17.8	4.8	-6.3
> O=C(CCc1ccco1)CCc1ccco1
    -7.8	-5.6	1.0	-2.1	2.6	/	-7.2	4.2	1.1	6.5	-18.1
> COc1ccc(N2C[C@H](CSC)[C@@H](CC(=O)Nc3ccccc3)C2=O)cc1
    4.8	0.8	14.7	8.0	-0.2	/	/	-15.1	-5.8	-10.4	-2.5
> CCOC(=O)Nc1cccc(C(=O)O)c1
    -30.0	4.2	11.3	-15.9	-0.4	-4.4	1.6	-13.3	-8.1	-3.5	-7.9
> Cc1cc(C(=O)O)oc(=O)c1
    -2.7	-3.9	-5.6	-4.2	-0.2	-3.2	12.3	7.6	13.9	1.1	-17.9
> CCCC(CCC(=O)Nc1ccc(S(N)(=O)=O)cc1)C(=O)O (centres undefined)
    -4.1	0.0	6.4	-8.6	3.8	-2.7	4.1	13.7	6.7	-3.0	-2.5
> COc1ccc(S(=O)(=O)N2CCCCC2)cc1NC(=O)C1CC(=O)N(Cc2ccco2)C1 (centres undefined)
    4.6	1.3	-3.3	32.4	-1.0	/	2.3	3.9	4.8	5.1	-19.9
> O=[N+]([O-])c1ccc2[nH]c(=S)sc2c1
    17.2	-12.8	-3.9	31.7	0.0	/	7.6	16.3	-3.8	18.6	9.8
> CCOC(=O)N1CCC(NCCNC(=O)c2ccccc2Cl)CC1
    -7.7	9.2	-2.1	6.3	-0.7	0.8	-9.4	-4.0	20.9	-2.1	-16.8
> CC(C)Oc1ccc(CCC(=O)NNC(=O)CCC(=O)O)cc1
    17.7	0.3	-2.1	-5.5	-0.3	0.7	1.0	-6.5	1.8	13.6	-10.2
> Cc1ccc(OCC(=O)Nc2ccccc2C(=O)N2CCCC2)cc1
    15.0	-15.1	8.7	-10.7	-0.5	1.4	16.7	0.8	-1.5	17.1	-7.4
> CCN(CC)C(=O)C1CCN(c2ncnc3c2cnn3-c2ccc(C)cc2C)CC1
    28.8	4.7	12.8	22.5	-1.2	2.3	20.0	-9.6	0.6	9.1	5.0
> Cc1ccc(NC(=O)c2ccc(S(=O)(=O)NCC3CCCO3)cc2)cc1 (centres undefined)
    -27.3	8.5	-5.7	-26.5	-0.8	2.9	-3.9	4.6	-59.4	-26.3	-8.7
> O=C(NCc1ccccc1)c1ccc(OCC2CCCO2)cc1 (centres undefined)
    -40.0	-3.4	0.2	1.8	-0.6	-0.8	-16.4	-1.5	-34.5	2.5	-5.8
> COc1cc(CNCCc2ccccc2)ccc1OCc1ccc(Cl)nc1
    -27.6	2.3	-4.6	-8.2	-3.0	2.9	-28.1	11.8	-32.8	3.4	1.3
> CCN(CC(=O)NCCC1=CCCCC1)S(=O)(=O)c1ccccc1
    -1.1	-1.9	2.4	-9.1	-0.7	1.9	-12.4	6.1	6.3	-4.5	6.9
> COc1cccc(CN(C)C(=O)CC2C(=O)NCCN2C2Cc3ccccc3C2)c1 (centres undefined)
    19.3	6.7	-4.9	3.8	-0.3	1.8	-5.6	7.4	12.5	0.6	-10.3
> C[C@H](CO)N1C[C@H](C)[C@@H](CN(C)Cc2ccc3c(c2)OCO3)Oc2c(NC(=O)C3CC3)cccc2C1=O
    4.9	4.1	0.7	2.8	1.4	/	2.1	-17.4	-2.3	-20.3	-7.6

# Entries listed above printed as active in EBV LMP1 NFkB:
mol | Peg3 promoter | EBV LMP1 NFkB | NR2E3 ag-1 | NR2E3 ag-2 | MITF TRPM1 inh | CF NFkB inh | HIF-2a block | Shn3 inh set2
O=C(Nc1ccc([N+](=O)[O-])cc1)c1cncc(Br)c1 | -37.6 | 42.9* | -40.6 | -1.1 | -6.4 | 9.9 | -21.7 | -11.4

# Following part
# Order of values: Peg3 promoter	EBV LMP1 NFkB	KKLEB tox	NR2E3 ag-1	iPSC survival up	NR2E3 ag-2	MITF TRPM1 inh	CF NFkB inh	HIF-2a block	Shn3 inh set2	TRAIL sens C8
> Cc1ccc(CN2CCN(Cc3nc4c(s3)CCCC4)CC2CCO)cc1 (centres undefined)
    23.5	4.5	0.9	-9.6	0.7	1.3	2.6	6.1	11.6	44.8	2.4
> COc1ccc(C(=O)N/N=C(\C)c2ccccn2)cc1OC
    50.0	26.7	-0.8	-12.8	-0.2	3.6	72.6*	-85.3	4.6	90.7*	28.9
> C=CCNC(=O)COC(=O)c1ccc(C)c(NC(=O)c2ccco2)c1
    1.4	5.7	-5.2	-31.6	-0.7	0.9	6.3	13.7	16.4	11.0	2.8
> C/C(=N\NC(=O)C1CC1)c1ccc(OC(F)F)cc1OC(F)F
    -6.0	-3.6	0.2	-10.8	0.8	-0.5	2.8	1.0	-2.1	4.6	-29.4
> CCOc1cccc2cc(C(=O)Nc3cc(C)on3)c(=O)oc12
    -19.7	0.7	-31.6	-19.1	0.5	5.2	-29.3	5.5	-55.5	-12.9	2.8
> O=C(NNc1cc(N2CCCC2)nc(N2CCCC2)n1)c1ccc([N+](=O)[O-])cc1
    3.3	4.4	3.4	-8.8	-0.6	4.3	6.0	-11.7	-5.4	20.2	-3.5
> COc1ccccc1NC(=O)/C(C#N)=C/c1cccn1C
    -138.9	-23.9	3.6	-71.4	-0.4	3.7	-29.3	-9.7	-159.8	-90.1	11.9
> CCCc1cc(-c2n[nH]c(=S)n2CC)c2ccccc2n1
    15.8	5.2	-3.0	-28.5	2.0	4.2	5.3	12.5	25.6	-0.1	-7.0
> CN(C)S(=O)(=O)Oc1ccsc1C(=O)Nc1cccc(Cl)c1Cl
    20.5	-0.1	5.1	-8.6	-3.3	1.5	24.0	-1.4	20.2	-16.8	-4.4
> O=S(=O)(CS(=O)(=O)c1ccc(Cl)cc1)c1ccc(Cl)cc1
    -2.7	2.2	-1.8	6.1	0.5	5.1	0.0	8.0	2.0	6.3	-5.6
> COc1ccc(-c2nnc3ccc(SCC(=O)NCc4ccco4)nn23)cc1OC
    19.4	-1.7	-11.7	-13.7	1.6	-0.1	-2.5	15.8	3.7	-8.4	14.9
> O=C(CN1CCc2ccccc2C1)Nc1ccccc1C(=O)NC1CC1
    6.4	3.2	13.6	7.0	-0.1	3.6	8.1	-2.1	10.4	16.5	-5.4
> O=C(O)c1ccc(N=Nc2c(-c3ccccc3)[nH]oc2=O)cc1
    -66.5	-3.1	-7.6	-37.9	0.3	0.1	-16.7	-0.6	-74.9	-21.5	-1.1
> Cc1ccc(-c2nc(C=Nc3ccc(O)cc3)c(O)o2)cc1
    -99.3	-50.9	-5.8	-20.8	0.8	/	-15.4	24.3	-72.6	2.9	7.7
